# Source: PubChem BioAssay (Columbia University Molecular Screening Center)
# E-sel TNF inh – blocks E-selectin expression induced by TNF alpha; HUVEC TNFa-induced E-selectin immunofluorescence, high content; inhibition, % at 2 µM; 120,000 tested, 0.71% active;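 active = inhibition above the batch mean plus 3 SD, and confirmed as a hit on visual image review, cut at about 43% in these data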;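 note: 0% = TNF-stimulated DMSO wells and 100% = unstimulated control wells; not every result past the cut was called active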
# Active calls of the source: *. This is a subset; the hit share may differ from the screen's.
SMILES,E-sel TNF inh
C=CCN1C(=O)CS/C1=N\N=C\c1cccc([N+](=O)[O-])c1,4
Nc1nonc1C(=O)N1CCCC1,41
CC(=O)NC(C)C(=O)OCC(=O)c1ccc(-c2ccccc2)cc1 (configuration not stated),-7
CCOc1ccc(N(CC(=O)Nc2nccs2)S(=O)(=O)c2c(C)[nH]c(=O)[nH]c2=O)cc1,8
Cc1ccc(S(=O)(=O)Nc2nc3c(s2)C(=O)CC(C)(C)C3)cc1,26
COc1cc(C)c(NC(c2ccccc2)c2ccccc2)cc1OC,26
C/C(=N\S(=O)(=O)c1ccc(C)cc1)N1CCCCC1,-7
CC(C)(C)C1(O)CC(C(F)(F)F)=NN1C(=O)CCc1ccccc1 (configuration not stated),-16
COc1ccc(/C=N/S(=O)(=O)c2ccc(C)cc2)cc1,-1
CCOC(=O)c1c(NC(C)=O)sc2c(OCC(O)CN(CC)CC)c(Br)ccc12 (configuration not stated),-10
C(=N\Nc1ccc2ccccc2n1)/c1ccc2c(c1)OCO2,29
COc1cc2c(cc1/C=C/C(=O)O)OC(C)C2 (configuration not stated),-47
O=C(Cn1cc(C(F)(F)F)ccc1=O)N/N=C/c1ccc(F)cc1,11
Cc1cc(C(=O)N/N=C/c2cccs2)n[nH]1,-9
Cc1nn(Cc2ccccc2)c(Cl)c1/C=C/C(=O)OCC(=O)N1CCCC1=O,-63
CCOC(=O)C(CC)Sc1ccc2nnc(-c3cccnc3)n2n1 (configuration not stated),3
CC(=O)C(Cc1ccccc1)NC(=O)CCl (configuration not stated),-21
O=C(Nc1ccccc1)n1ccc(-c2ccc(-n3ccnc3)cc2)n1,38
Nn1cnnc1SCC(=O)N(C1CCCCC1)C1CCCCC1,2
CC(C)Sc1nnc(NC(=O)CCc2ccccc2)s1,-24

# Ordered by the number under E-sel TNF inh (largest number first): some entries from above
compound | E-sel TNF inh
Nc1nonc1C(=O)N1CCCC1 | 41
O=C(Nc1ccccc1)n1ccc(-c2ccc(-n3ccnc3)cc2)n1 | 38
COc1cc(C)c(NC(c2ccccc2)c2ccccc2)cc1OC | 26
O=C(Cn1cc(C(F)(F)F)ccc1=O)N/N=C/c1ccc(F)cc1 | 11
CCOC(=O)C(CC)Sc1ccc2nnc(-c3cccnc3)n2n1 (configuration not stated) | 3
CC(=O)NC(C)C(=O)OCC(=O)c1ccc(-c2ccccc2)cc1 (configuration not stated) | -7
Cc1cc(C(=O)N/N=C/c2cccs2)n[nH]1 | -9
CC(C)(C)C1(O)CC(C(F)(F)F)=NN1C(=O)CCc1ccccc1 (configuration not stated) | -16
CC(=O)C(Cc1ccccc1)NC(=O)CCl (configuration not stated) | -21
CC(C)Sc1nnc(NC(=O)CCc2ccccc2)s1 | -24
COc1cc2c(cc1/C=C/C(=O)O)OC(C)C2 (configuration not stated) | -47
Cc1nn(Cc2ccccc2)c(Cl)c1/C=C/C(=O)OCC(=O)N1CCCC1=O | -63

# Additional results
SMILES,E-sel TNF inh
CCNC(=S)NNC(=O)c1ccncc1,20
Cc1cccc[n+]1CCCCCCCCCC[n+]1ccccc1C,-21
Cc1cccc(-c2nnnn2-c2cccc(C)c2)c1,-7
Cn1ccnc1SCC(=O)Nc1ccc2c(c1)OCO2,14
CC1CCCCN1C(=O)CNCC1CCCO1 (configuration not stated),-1
COc1ccc(S(=O)(=O)N2CCC3(CC2)OCCO3)cc1,11
COCCCNC(=O)Cn1c(=O)n(Cc2ccc(C(=O)NCCc3ccc(OC)c(OC)c3)cc2)c(=O)c2ccccc21,-26
COc1cc(N)c(Cl)cc1Cl,-5
COc1ccc(C(c2c(NC(C)=O)sc3c2CCCC3)N2CCN(CCO)CC2)cc1OC (configuration not stated),-71
CCCCc1ccc(NC(=O)C(C)CC)cc1 (configuration not stated),-20
CC1(C)C(c2cccs2)=[N+]([O-])C2(CCCCC2=O)N1O (configuration not stated),5
O=C(CSc1ccc2nnc(-c3cccs3)n2n1)N1CCCC1,-27
CSc1nsc(SCC(=O)N2CCCCC2)n1,15
CC(=O)c1nnn(-c2ccc([N+](=O)[O-])cc2C)c1C,10
Cc1cc(C)c2c(CC(=O)O)c(C)[nH]c2c1,-16
BrC(/C=C\c1ccccc1)=N/Nc1nc(N2CCOCC2)nc(N2CCOCC2)n1,-18
C=CCOc1ccc(CNc2ccc3[nH]c(=O)[nH]c3c2)cc1OC,-10
CCCCOc1ccc(C(O)C(CN2CCCCC2)c2ccccc2)cc1 (configuration not stated),-9
Cc1ccc(C)n1-c1ccc(C#N)cn1,-23
CCSC1=NCCN1C(=O)C(C)(C)Oc1ccc(Cl)cc1,1

# Part of the list above, as labelled records:
> CCCCc1ccc(NC(=O)C(C)CC)cc1 (configuration not stated)
  E-sel TNF inh: -20
> Cc1cc(C)c2c(CC(=O)O)c(C)[nH]c2c1
  E-sel TNF inh: -16
> CCOC(=O)C(CC)Sc1ccc2nnc(-c3cccnc3)n2n1 (configuration not stated)
  E-sel TNF inh: 3
> CC(C)(C)C1(O)CC(C(F)(F)F)=NN1C(=O)CCc1ccccc1 (configuration not stated)
  E-sel TNF inh: -16

# (more compounds)
SMILES,E-sel TNF inh
CCOC(=O)C1CCCN(C(=O)COc2ccccc2F)C1 (configuration not stated),11
Cc1ccc(/C=C/C(=O)c2ccc(N3CCOCC3)cc2)s1,-16
CS(=O)(=O)N1CCc2cc(S(=O)(=O)N3CCCCC3)ccc21,-15
CCOC(=O)N1CCN(C(=S)NC(=O)c2ccc(F)cc2)CC1,-16
COc1cc(NS(=O)(=O)c2ccc(NC(=O)c3ccc(S(=O)(=O)N4CCCCC4)cc3)cc2)ncn1,-5
COc1ccc(CNC(=O)CN(Cc2cccs2)C(=O)CCC(=O)Nc2ccccn2)cc1,-17
CSc1nc2c(c(=O)[nH]1)C(c1ccc(C(F)(F)F)cc1)CC(=O)N2 (configuration not stated),-18
CC(C)c1ccc(/C=C/C2=NNC(=O)CC2)cc1,-43
CC(C)N1CCN(Cc2nc3c(s2)CCCC3)CC1CCO (configuration not stated),-15
COc1ccc(CC(=O)Nc2nc(-c3cc(OC)ccc3OC)cs2)cc1,-89
CCC(OC(=O)c1nsc(Cl)c1Cl)C(=O)NC(C)(C)CC (configuration not stated),-17
CCOc1cc(/C=C2/NC(=O)NC2=O)cc([N+](=O)[O-])c1O,11
O=C(CCc1ccccc1)NNC(=O)c1cccc(F)c1,25
CSc1ccccc1COC(=O)Nc1ccccc1C,8
Cc1[nH]c2ccccc2c1/C=N/Nc1ccccn1,-6
CCn1nc(C)c(CNC(=O)CC2C(=O)NCCN2CC(C)(C)C)c1C (configuration not stated),-32
CCN(CC)S(=O)(=O)c1cc(NC(=O)C(CC(C)C)NC(N)=O)ccc1C (configuration not stated),3
O=C(c1ccccc1)C(Nc1ccccn1)c1ccccc1 (configuration not stated),-42
CCOc1cc(N2CCOCC2)c(OCC)cc1NC(=O)c1ccccc1,-11
C=CCn1c(-c2cccc([N+](=O)[O-])c2)n[nH]c1=S,-11
C(=N\Nc1nc2ccccc2[nH]1)/C1CCCCC1,-11
CC(=O)c1cccc(NC(=O)Cn2nc(-c3ccccc3Cl)ccc2=O)c1,-2
Cc1ccccc1CC1(CO)CCCN(Cc2ccc(C#CC(C)(C)O)cc2)C1 (configuration not stated),-7
COCc1cc(C)nc(OCC(=O)N/N=C/c2ccc(C)o2)c1C#N,-13
COc1ccc(NC(=O)Cn2cnc3c(cnn3C(C)(C)C)c2=O)cc1OC,6
C[C@@H](C(=O)OCC(=O)NCCc1ccc(S(N)(=O)=O)cc1)N1C(=O)C2CCCCC2C1=O (some centres not stated),1
COC(=O)c1ccc(NC(=O)COC(=O)C2CC(=O)N(Cc3ccccc3)C2)cc1 (configuration not stated),27
Cc1c(NC(=O)CSc2ccccc2Cl)c(=O)n(-c2ccccc2)n1C,-13
Cn1nc(C(=O)Nc2nc3ccccc3[nH]2)ccc1=O,0
CC(C)CC(=O)NC(=S)Nc1ccc(F)cc1F,13
NC(=O)c1ccccc1N/C=C1\CCCCC1=O,-42
Nc1ccn(Cc2cccc(Cl)c2)n1,-34
O=C(CCc1nnc(CCCCc2ccccc2)o1)NCCCc1cccnc1,10
COc1cc(/C=C/CN2CCN(Cc3ccc(C)o3)C(CCO)C2)ccc1O (configuration not stated),-21
COc1cc(/C=N/NC(=O)c2ccc(CSc3nncn3C)cc2)cc(OC)c1O,-29
O=C(CN1CCCC1)N1CCCc2ccccc21,-13
CCOC(=O)C(=O)c1c(-c2ccccc2)nc2ccccn12,17
CC1=C(C#N)C(c2ccccc2O)C(C#N)=C(C)N1,-1
Cc1cc(C)cc(NC(=O)CCn2cnc3cc(C)c(C)cc32)c1,-2
Cc1cccc(OCC(=O)Nc2ccc(N3CCN(C(=O)c4ccco4)CC3)cc2)c1C,-37
Cc1ccc(NC(=O)CC(=O)Nc2ccc(C)cc2)cc1,-46
N#CC1=C(N)Oc2[nH]c(=S)[nH]c(=O)c2C12C(=O)Nc1ccccc12 (configuration not stated),-27
COc1cc(CO)ccc1OCc1nnnn1-c1ccc(C)cc1,-61
Cc1ccc(NCc2ccccc2)cc1,1
CCOC(=O)N1CCN(c2cc(=O)n(-c3cccc(C)c3)c(=O)[nH]2)CC1,3
C=CCCC(=O)Nc1ccc(Br)cn1,-23
CC(C)(CO)CNC(=O)CCc1nnc(C2(c3ccc(Cl)cc3)CCC2)o1,-5
CC1=NOC(=O)/C1=C\c1ccc(-c2ccc(Cl)c(C(=O)O)c2)o1,10
CS(=O)(=O)Cc1cc(Sc2ccccc2)nc(-c2ccncc2)n1,-7
Cc1cc(NC(=O)c2ccccc2)ncc1NC(=O)c1cccs1,-41
O=C(Nc1ccc(S(=O)(=O)N2CCCC2)cc1)C1CCCN1C(=O)c1cccs1 (configuration not stated),-6
CCc1ccccc1NC(=S)N(CCN(C)C)C(C)c1ccco1 (configuration not stated),-14
O=C1c2ccccc2C(=O)N1Cc1ccccn1,24
CS(=O)(=O)c1ccc(C(=O)OCc2nnc(-c3ccccc3)o2)cc1[N+](=O)[O-],41
CC1(C)Cc2ccccc2C(/C(C#N)=N/O)=N1,15
Cc1nc(SCC(=O)Nc2ccc3c(c2)OCCO3)nc(C)c1C,1
CCN(CC)CCNC(=O)c1cc2ccccc2nc1Cl,-42
CCN(CC(=O)NCCc1ccc(Cl)cc1)Cc1nc2ccccc2c(=O)[nH]1,21
CC(=O)N/N=C(\C)CC(=O)Nc1cccc(C(F)(F)F)c1,14
COc1ccc(C(=O)NCC2CCCO2)cc1S(=O)(=O)N1CCCc2ccccc21 (configuration not stated),-16

# (next part)
SMILES,E-sel TNF inh
Cc1ccc(S(=O)(=O)N(CC(=O)N/N=C/c2ccccc2C(=O)O)c2cc(Cl)cc(Cl)c2)cc1,3
Cc1cc(C)c2nc(N3CCC(C(=O)NCc4cccnc4)CC3)sc2c1,3
CCCN1CC(O)=C(C#N)C1=O,-4
O=[N+]([O-])c1ccc(-n2cccc2/C=N/Nc2nc(N3CCCCC3)nc(N3CCCCC3)n2)cc1,-27
O=C(Cc1ccccc1)NCc1n[nH]c(=S)n1-c1ccccc1,7
CC(CN(C)Cc1nc(Cc2cccc(C(F)(F)F)c2)no1)CN1CCCC1 (configuration not stated),-3
Cc1ccc(CN2CCN(Cc3ccccc3)C(CCO)C2)s1 (configuration not stated),7
Cc1nn(C)cc1CNC(=O)C1C2CCC(C2)C1C(=O)O (configuration not stated),9
CC(C)C(=O)Nc1ccc(NC(=O)CCc2ccccc2)cn1,-30
O=c1c2c(nc3c(-c4ccc(Cl)cc4)c[nH]n13)CCC2,25
COC(=O)C1(C)NC(c2ccco2)C2C(=O)N(c3ccc(F)cc3)C(=O)C21 (configuration not stated),-3
CCN(CC)/C(Sc1ccccc1)=C(\C(Cl)=C(Cl)Cl)[N+](=O)[O-],-11
COC(=O)N/N=C/c1ccc(OS(=O)(=O)c2ccc(C)cc2)c(OC)c1,1
COc1cccc2sc(NNC(=O)C3COc4ccccc4O3)nc12 (configuration not stated),15
Cc1cc(/C=C(\C#N)C(=O)O)c(C)n1CC1CCCO1 (configuration not stated),2
O=[N+]([O-])c1cc(Br)c(O)c(C=Nc2ccc(N3CCOCC3)cc2)c1,11
CCN(CC(O)COCc1ccc(Cl)cc1)C1CCCCC1 (configuration not stated),-13
COc1ccccc1Sc1nc(-c2ccccc2)ncc1OC,22
COc1cccc(OC)c1C(=O)OCC(=O)NCC(C)C,2
O=C1c2ccccc2C(=O)C1c1ccc(O)cc1,17
COc1cccc(C(=O)Oc2cc(C)[nH]c(=O)c2[N+](=O)[O-])c1,22
Cc1sc2ncn(CC(=O)NCc3ccco3)c(=O)c2c1-c1ccc(F)cc1,1
COc1cc(/C=C2\C(=O)N(c3ccc(S(N)(=O)=O)cc3)N=C2C)ccc1OC(=O)c1ccco1,16
C/C(CC(=O)Nc1ccc(C)c(Cl)c1)=N\NC(=O)c1ccco1,3
Cc1cc(NC(=O)Cc2ccccc2)ccc1NC(=O)c1cccs1,-13
Cc1cc(C(=O)CCl)c(C)n1-c1c(C)n(C)n(-c2ccccc2)c1=O,13
CC(C)C(NC(=O)c1ccccc1F)C(=O)OCC(=O)c1ccc(F)cc1 (configuration not stated),4
Cc1ccc(CN2CCN(/N=C/c3cccn3C)CC2)c(C)c1,24
COc1ccc(NC(=O)CSc2ccccc2)cn1,-18
S=c1nc(C2CCCCC2)n(-c2ccccc2)[nH]1,-4
CC[n+]1cccc(-c2nc3ccccc3s2)c1,-1
